HCV inhibitor: HCV inhibition; Huh7.5.1 HCVcc-Cre infection, luciferase reporter, 44 h; Potency, µM (doses to about 41.8 µM), for the others: at the top dose activity change, negative = inhibition, hits mostly inhibitors; hit rate 3.4% among 340,000; AID 651820; also: potency is read from the fitted curve at half-maximal effect
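Reporter virus HCVcc-Cre (~0.5 moi) infects cells exposed to compound; seeding density 1,000 cells/well with 4 h settling beforehand. Luminescence, 15 sec read, taken 44 h post-infection following a 15 min RT substrate incubation.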
AmpC inh no detg: AmpC beta-lactamase inhibition without detergent | P00811 | AmpC nitrocefin hydrolysis, absorbance 480 nm, 0.0001% Triton | Potency, µM (doses to about 57.1 µM), for inactives: at the top dose activity change, negative = inhibition, usual class: inhibitors | hit rate 0.52% among 330,000 | AID 485341;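 also: potency is read from the fitted curve at half-maximal effect; plate controls were no compound for no effect and no enzyme for full effect; nearly all actives have a fitted effect of over 20% in size; some results filed as inactive show a strong effect at the top dose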
Target sequence (P00811 whole entry, looked up): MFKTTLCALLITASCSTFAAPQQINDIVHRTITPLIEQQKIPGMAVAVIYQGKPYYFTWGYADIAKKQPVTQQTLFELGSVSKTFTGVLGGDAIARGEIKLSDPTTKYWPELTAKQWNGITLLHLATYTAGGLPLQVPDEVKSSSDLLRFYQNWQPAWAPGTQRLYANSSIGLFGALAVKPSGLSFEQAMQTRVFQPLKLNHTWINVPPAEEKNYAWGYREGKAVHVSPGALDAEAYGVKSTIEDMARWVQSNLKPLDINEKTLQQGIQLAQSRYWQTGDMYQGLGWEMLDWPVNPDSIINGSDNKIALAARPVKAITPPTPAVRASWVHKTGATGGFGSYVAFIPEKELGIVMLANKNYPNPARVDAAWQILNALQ
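AmpC (5.3 nM in the dispensed reagent) in 20 mM phosphate pH 7.0 with 0.01% (detergent screen) or 0.0001% Triton X-100 was preincubated with compounds for 15 min at room temperature. Nitrocefin was then added from an 800 uM solution, and hydrolysis was followed at 480 nm.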
Tb PYK inh: T. brucei pyruvate kinase inhibition; TbPYK enzyme, Kinase-Glo Plus ATP luminescence, 45 min; hit rate 0.12% among 410,000; AID 624173; Potency, µM (series often up to 76.8 µM), for inactives: top-dose activity, negative = inhibition, most hits filed as inhibitors; Q57TT1; also: potency is read from the fitted curve at half-maximal effect; nearly all actives have a fitted effect of over 50% in size
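TbPYK + substrate in 50 mM TEA pH 7.2, 100 mM KCl, 10 mM MgCl2, 0.05% BSA, 0.01% Tween-20; cpd pinned; ADP 130 uM final; 45 min RT; Kinase-Glo Plus 10 min; luminescence endpoint.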
AmpC detergent: inhibitors of E. coli AmpC beta-lactamase with detergent; hit rate 0.041% among 370,000; AmpC hydrolysis of nitrocefin, absorbance 480 nm, 0.01% Triton; P00811; Potency, µM (highest dose often 114 µM), inactives show top-dose activity change, negative = inhibition, usual class: inhibitors;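 also: potency is read from the fitted curve at half-maximal effect; 0% = no-compound wells and -100% = no-enzyme wells; nearly all actives have a fitted effect of over 25% in size; some results filed as inactive show a strong effect at the top dose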
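AmpC (5.3 nM in the dispensed reagent) in 20 mM phosphate pH 7.0 with 0.01% (detergent screen) or 0.0001% Triton X-100 was preincubated with compounds for 15 min at room temperature. Nitrocefin was then added from an 800 uM solution, and hydrolysis was followed at 480 nm.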
HCMV antiviral: inhibitors of human cytomegalovirus. HFF cells, HCMV-luciferase reporter, 72 h; stronger effect = lower value. activity change, negative = inhibition, % at 57.5 µM. hit rate 4.5% among 410,000. AID 1259415; in the data active = activity change below about -60%; inconclusive = no clear call, values can overlap the other calls; inactive = above about -39%
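Human foreskin fibroblasts infected with luciferase-reporter HCMV at MOI 1 PFU/cell, compounds at two doses. Luciferase measured 72 h post infection; normalized to buffer-only basal and Salinomycin (10uM) controls.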
LmPK inhibitor: inhibitors of Leishmania mexicana pyruvate kinase. hit rate 0.37% among 290,000. Potency, µM (titrated, usually from 57.5 µM), for inactives: at the top dose activity change, negative = inhibition, most hits filed as inhibitors. AID 1721. purified LmPK, Kinase-Glo ATP luminescence, 1 h; also: potency is read from the fitted curve at half-maximal effect
Target sequence (Q27686 whole entry, looked up): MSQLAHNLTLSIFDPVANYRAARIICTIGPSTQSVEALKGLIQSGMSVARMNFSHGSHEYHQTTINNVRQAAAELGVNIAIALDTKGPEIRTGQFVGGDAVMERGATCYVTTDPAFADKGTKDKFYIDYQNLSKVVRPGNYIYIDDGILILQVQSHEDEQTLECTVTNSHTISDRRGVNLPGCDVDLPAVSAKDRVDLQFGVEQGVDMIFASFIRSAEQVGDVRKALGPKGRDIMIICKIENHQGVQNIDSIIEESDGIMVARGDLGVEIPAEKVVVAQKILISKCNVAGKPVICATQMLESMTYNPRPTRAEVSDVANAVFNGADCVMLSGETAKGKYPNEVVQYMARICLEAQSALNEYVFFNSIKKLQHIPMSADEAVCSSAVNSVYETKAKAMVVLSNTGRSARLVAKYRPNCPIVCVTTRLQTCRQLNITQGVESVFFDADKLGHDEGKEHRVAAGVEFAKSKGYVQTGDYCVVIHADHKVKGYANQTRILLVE
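Pyruvate kinase activity monitored as ATP production (luciferase luminescence). Conditions: 0.1 nM enzyme, 0.5 mM PEP, 0.1 mM ADP, 1 h, RT; normalized against uninhibited and no-enzyme wells.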
AMA1-RON2 inh: disrupts binding of P. falciparum AMA1 to RON2 | AlphaScreen AMA1-biotinylated RON2 peptide binding | Potency, µM (highest dose often 58.2 µM), inactives show top-dose activity change, negative = inhibition, actives largely listed as inhibitors | hit rate 0.2% among 360,000 | AID 720542;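 also: potency is read from the fitted curve at half-maximal effect; 0% = vehicle wells and -100% = peptide control; nearly all actives have a fitted effect of over 45% in size; some results filed as inactive show a strong effect at the top dose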
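AMA1 (3D7) with his tag at 25 nM final met compounds first, then biotinylated RON2 peptide at 25 nM; detection used donor plus acceptor beads, 10 µg/mL apiece, read by AlphaScreen after 30 min at room temperature.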
Numbers without * were called inactive; u = inconclusive; x = not tested or not shown; & = joins results of further samples; [ ] = another dose, or the depositor's remark. Unless noted, calls follow the shape of the dose curve; as a rule, active = well fitted curve in the direction sought with a large enough effect; inconclusive = small, poorly fitted or top-dose-only effect, or another doubt; inactive = no such curve, though single readings can be large; an effect the other way counts as inactive or inconclusive. Unless noted, % is scaled to controls: 0 for no effect and ±100 for the full control effect.

molecule | HCV inhibitor | AmpC inh no detg | Tb PYK inh | AmpC detergent | HCMV antiviral | LmPK inhibitor | AMA1-RON2 inh
CN(C)CCNC(=O)c1c(CSc2ccccc2)noc1C(=O)NCc1ccccc1 | u | 60%[activator] | 3% | 2% | -5 | 1% | -8%
COc1c(/C=N/NC(=O)c2ccccc2O)c(CCN(C)C(C)=O)cc2c1OCO2 | 17% | -37% | -1% | -2% | 34 | 2% | 5%[11.6 µM]
COc1ccc(OC)c(NC(=S)N2CCN(Cc3ccccc3)CC2)c1 | -5% | 26% | -1% | 2% | -39 | 4% | 0%
Cc1ccc(OC(=O)N(C)C[C@@H]2OCc3cn(nn3)CCCC(=O)N([C@@H](C)CO)C[C@H]2C)cc1 | x | x | -5% | x | 12 | x | 3%
CCN(CC)CCOc1ccccc1OC | x | -19% | 24%&-5% | -1% | 28 | -9% | -5%
O=C(NCCc1ccc(Cl)cc1)C1CCC(=O)N1C1CCCC1 (stereo not drawn) | 6% | 1% | 6% | -5% | -7 | -3% | 0%
CC(C)Cn1c(N)c(C(=O)CSc2nccn2C)c(=O)n(C)c1=O | 2% | -1% | -8% | 0% | -1 | x | 0%
Cc1cc(NC(=O)c2cccs2)ccc1NC(=O)Cc1ccccc1 | -12% | -23% | -3% | -2% | -32 | 1% | 0%
Cc1ccc(CSc2nnc(-c3cccnc3)o2)cc1 | u | -2% | -1% | u | x | -4% | 14%
Cn1c(=O)oc2cc(S(=O)(=O)N3CCN(c4ccccc4F)CC3)ccc21 | u | -15% | 0% | 3% | 26 | 5% | 20%
CCCOc1cccc(C(=O)NCCNC(=O)c2ccccn2)c1 | 3% | -24% | -7% | -7% | 9 | -3% | 1%
COc1cccc(C2=CC(=O)CC(C)(C)C2)c1OC | 12% | -10% | -9% | 7% | -9 | x | 4%
CCC1CCCCN1C(=O)c1ccccc1OC1CCN(S(C)(=O)=O)CC1 (stereo not drawn) | 22% | 63%[activator] | 0% | 5% | 3 | 4% | -4%
CCCSc1ccc([C@H]2N[C@@](C)(C(=O)OC)[C@H]3C(=O)N(CC)C(=O)[C@@H]23)cc1 | 12% | 50% | 5% | x | 18 | x | 17%
Cc1ccnc(NS(=O)(=O)c2ccc(CC(C)C)cc2)c1 | 21% | -11% | 0% | -6% | -27 | 3% | u
CC(C)n1c(C(F)(F)F)nc2cc(C(=O)N3CCCCC3)ccc21 | 18% | 16% | -4% | -8% | 21 | -1% | -8%
Cc1cc(SCc2ccccc2C)nc(=O)[nH]1 | 8% | 6% | -6% | -17% | 24 | -9% | 6%
CC(C)C1Oc2cc3oc(=O)ccc3cc2C1=O (stereo not drawn) | -3% | -8% | -5% | -6% | 23 | 0% | 0%
CCOCCCN(C(=O)c1snc(C(N)=O)c1N)C(C(=O)NCCC(C)C)c1ccc(Cl)cc1 (stereo not drawn) | -6% | 74%[activator] | 0% | -10% | -9 | 9% | -4%
CSc1ncccc1C(=O)NCc1nnc2ccccn12 | 14% | -11% | 1% | x | -14 | x | 15%
O=C1OCCN1C(=O)[C@H]1[C@H](c2ccc(F)cc2)C(c2ccccc2)=NN1c1ccccc1 | u | 1% | 2% | x | 11 | x | 12%
Cc1cc(C)c(C)c(S(=O)(=O)ON2C(=O)c3ccccc3C2=O)c1C | u | -41% | u | 56µM* | -76* | -25% | -4%
Fc1ccccc1-c1n[nH]c(=S)n1Cc1ccccc1 | 6% | -20% | u | 0% | x | u | 112%[activator]
O=C(O)/C(=C\c1ccco1)NC(=O)c1ccccc1 | 18% | -11% | 1% | -13% | u | 4% | -1%
O=C(CN(Cc1ccco1)C(=O)c1cccc(Cl)c1)Nc1c(Cl)cc(Cl)cc1Cl | 3% | -47% | 2% | u | -15 | 2% | 15%
CC(/C=C1\SC(=S)N(CCCC(=O)Nc2ccc(C(=O)O)c(O)c2)C1=O)=C\c1ccccc1 | 13% | -8% | -1% | 0% | x | 1% | -1%
O=C(NC1CC1)C1CCCN(C(=O)Nc2ccc(F)cc2)C1 (stereo not drawn) | 5% | -13% | 0% | u | u | 0% | -1%
Cc1cc(NC(=O)CCCC(=O)N(c2ccccc2)C(C(=O)NC2CCCCC2)c2cccs2)no1 (stereo not drawn) | 5% | -26% | 11% | -3% | -3 | -4% | -5%
Cc1cc(=O)oc(C)c1C(=O)NCc1cccnc1 | 7% | -13% | -1% | -14% | -9 | -7% | 4%
COc1ccc(N(CC(=O)Nc2cc(OC)cc(OC)c2)S(=O)(=O)c2c(C)n[nH]c2C)cc1 | -6% | 27% | -6% | 3% | 14 | 2% | 3%

Sorted by molecular weight (rising): part of the list above.
molecule | HCV inhibitor | AmpC inh no detg | Tb PYK inh | AmpC detergent | HCMV antiviral | LmPK inhibitor | AMA1-RON2 inh
O=C(NC1CC1)C1CCCN(C(=O)Nc2ccc(F)cc2)C1 (stereo not drawn) | 5% | -13% | 0% | u | u | 0% | -1%
O=C(CN(Cc1ccco1)C(=O)c1cccc(Cl)c1)Nc1c(Cl)cc(Cl)cc1Cl | 3% | -47% | 2% | u | -15 | 2% | 15%
CC(/C=C1\SC(=S)N(CCCC(=O)Nc2ccc(C(=O)O)c(O)c2)C1=O)=C\c1ccccc1 | 13% | -8% | -1% | 0% | x | 1% | -1%

(continued)
molecule | HCV inhibitor | AmpC inh no detg | Tb PYK inh | AmpC detergent | HCMV antiviral | LmPK inhibitor | AMA1-RON2 inh
O=C(CNC(=O)N1CC(=O)Nc2ccccc21)Nc1ccc(F)c(Cl)c1 | 0% | -11% | 0% | -15% | -10 | 2% | -9%
O=C(c1ccc([N+](=O)[O-])o1)N1CCc2ccccc21 | u | -25% | -8% | 2% | 1 | -2% | -14%
Cc1cn(CC(=O)N[C@H](C)c2cccc3ccccc23)c(=O)[nH]c1=O | -5% | x | 3% | x | 17 | x | 1%
Cn1ccc(NC(=O)CCl)n1 | u | -5% | 1% | 9% | -99* | 9% | -16%
Cc1ccc(CNC(=O)C2(S(=O)(=O)c3ccc(C)cc3)CC2)cc1 | -8% | -11% | 0% | -9% | -31 | -1% | 1%
Cc1ccc(C)n1-c1nc(=S)[nH][nH]1 | x | -36% | u | u | 38 | 14% | 43%[activator]
O=C(Cn1cc(C(=O)C2CC2)c2ccccc21)Nc1ccccc1Cl | u | -33% | -8% | -4% | -17 | 1% | 8%
O=C1CS/C(=C\[N+](=O)[O-])N1c1ccc(OC(F)(F)F)cc1 | -4% | -46% | 5% | -1% | 25 | 0% | -9%
COc1cccc2cc(-c3nnc(Nc4c(F)cccc4F)s3)c(=O)oc12 | x | x | -7% | 0% | 72 | x | x
COc1cc(NS(=O)(=O)c2ccc3[nH]c4c(c3c2)CCCC4)cc(OC)c1OC | x | x | 4% | -7% | u | x | x

Structural class: the entries above with a COOH group
molecule | HCV inhibitor | AmpC inh no detg | Tb PYK inh | AmpC detergent | HCMV antiviral | LmPK inhibitor | AMA1-RON2 inh
O=C(O)/C(=C\c1ccco1)NC(=O)c1ccccc1 | 18% | -11% | 1% | -13% | u | 4% | -1%
CC(/C=C1\SC(=S)N(CCCC(=O)Nc2ccc(C(=O)O)c(O)c2)C1=O)=C\c1ccccc1 | 13% | -8% | -1% | 0% | x | 1% | -1%

Among those listed so far, these have a nitro group on carbon:
molecule | HCV inhibitor | AmpC inh no detg | Tb PYK inh | AmpC detergent | HCMV antiviral | LmPK inhibitor | AMA1-RON2 inh
O=C(c1ccc([N+](=O)[O-])o1)N1CCc2ccccc21 | u | -25% | -8% | 2% | 1 | -2% | -14%
O=C1CS/C(=C\[N+](=O)[O-])N1c1ccc(OC(F)(F)F)cc1 | -4% | -46% | 5% | -1% | 25 | 0% | -9%

(continued)
molecule | HCV inhibitor | AmpC inh no detg | Tb PYK inh | AmpC detergent | HCMV antiviral | LmPK inhibitor | AMA1-RON2 inh
COc1cc(-c2noc(C)c2C(=O)NCc2ccc(C)o2)cc(OC)c1OC | u | -4% | -10% | x | 6 | x | -3%
COC(=O)Cn1cnc(C(=O)Nc2ccc(C)c(C)c2)n1 | -10% | -1% | 1% | x | -3 | x | 13%
O=C(c1sc2cccc(F)c2c1Cl)N1CCN(c2ncccn2)CC1 | 9% | -7% | -1% | u | u | 2% | -2%
O=Cc1cc(N=Nc2cccc(C(=O)O)c2)ccc1O | 18% | -13% | -16% | u | 16 | -4% | -14%
CC(N=Cc1c(O)c2ccccc2oc1=O)C(=O)O (stereo not drawn) | -7% | -35% | -8% | 1% | 72 | 0% | 37%[activator]
O=C(CCS(=O)(=O)c1nc(-c2ccc3c(c2)OCO3)cc(C(F)(F)F)n1)Nc1ccccc1F | x | x | -5% | u | 2 | x | x
COc1ccc(N2CCN(C(=O)CNC(=O)c3ccccc3Cl)CC2)cc1 | 7% | -2% | -5% | 0% | 6 | 0% | -8%
COc1cc(NC(=O)NCCN2CCN(c3ccccc3)CC2)cc(OC)c1OC | 1% | -4% | -10%&12% | -2%&12% | 14&0 | -3% | -15%
C1CCc2c(c(N3CCOCC3)nc3sc4c(N5CCOCC5)nnnc4c23)C1 | -13% | x | -5% | x | 18 | x | 7%
CNC(=O)CSc1nc2cccnc2n1-c1ccc(F)cc1 | -16% | -15% | 2% | -1% | 19 | 3% | 3%

High-throughput results from PubChem.
